TRHR enhancer = allosteric enhancers of human TRH receptor; enhancement, % at 2 µM; TRHR cells, fluo-8 calcium fluorescence, EC20 TRH enhancement; P34981; 360,000 tested, 0.66% active; in the data active = enhancement above about 30%; note: 0% is about no effect
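TRHR-expressing cells loaded with fluo-8 calcium dye were read kinetically (ex 480/em 530) during compound addition, then stimulated with an EC20 of TRH (10 nM final). Enhancement of the Gq-mediated intracellular calcium response was scored.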
D1 agonist = human D1 receptor agonism; HEK293 T-REx D1 cells, calcium flux, agonist mode; activation, % at 2 µM; 360,000 tested, 1% active; note: 0% is about no effect
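Inducible HEK293 T-REx D1 cells, force-coupled to calcium signalling, were plated at 4000 cells/well with tetracycline and held overnight at 30 C. After no-wash calcium dye loading, compound-evoked calcium rise over 180 s flagged agonists.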
D2 PAM = D2 dopamine receptor (human) potentiation. P14416. 340,000 tested, 0.34% active. HEK293 T-REx D2, calcium flux, EC20 dopamine potentiation. potentiation, % at 10 µM;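 active = potentiation over 3 SD above the plate norm, cut at about 30% in these data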; note: 0% is about no effect
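Tetracycline-induced HEK293 T-REx cells force-coupled to calcium signalling expressed D2; compounds were pin-added after a 10 s baseline, read kinetically 180 s, then an EC20 dopamine challenge followed with a further 180 s calcium read.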
D2 antagonist = D2 dopamine receptor (human) antagonism | AID 485344 | P14416 | 340,000 tested, 2% active | inhibition, % at 10 µM | HEK293 TREx D2 cells, calcium flux, dopamine EC80; in the data active = inhibition above about 30%; note: 0% is about no effect
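Inhibition of EC80 dopamine-driven calcium flux, recorded kinetically, defines activity here; cells are a tetracycline-induced HEK293 T-REx line expressing force-coupled D2.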
TRHR agonist = TRH receptor (human) agonism. P34981. TRHR cells, calcium flux fluo-8, FDSS agonist mode. activation, % at 2 µM. 360,000 tested, 0.18% active; note: 0% is about no effect
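TRHR-expressing cells loaded with fluo-8 calcium dye; 23 nL library compound pin-transferred, kinetic FDSS fluorescence (Ex 480/Em 530) recorded about 180 s for agonist-induced calcium release, before a 10 nM TRH EC20 addition for potentiator mode.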
D1 potentiator = enhances dopamine response at the human D1 receptor; P21728; HEK293 TREx D1 cells, calcium flux, dopamine EC20 potentiation; potentiation, % at 10 µM; 360,000 tested, 0.036% active; AID 504651; in the data active = potentiation above about 30%; note: 0% is about no effect
D1 antagonist = human D1 dopamine receptor antagonism; HEK293 TREx D1 cells, calcium flux, dopamine EC80; stronger effect = lower value; activity change, negative = inhibition, % at 10 µM; 360,000 tested, 3.2% active; AID 504652; in the data active = activity change below about -30%; note: % is set by controls: 0 for no effect and ±100 for the full control effect
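Cells carrying a force-coupled, tetracycline-inducible human D1 receptor report calcium flux. Each well gets a 10 s baseline, compound with 180 s monitoring, then an EC80 dopamine stimulus with a second 180 s kinetic read.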
RXFP1 antagonist = RXFP1 (human) relaxin receptor antagonism; HEK293-RXFP1, relaxin-stimulated cAMP HTRF, 30 min; stronger effect = lower value; 350,000 tested, 0.59% active; activity change, negative = inhibition, % at 57.5 µM; Q9HBX9;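 active = activity change of -60% or lower, but not beyond a set lower limit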; note: % is set by controls: 0 for no effect and ±100 for the full control effect
Target sequence (Q9HBX9 whole entry, looked up): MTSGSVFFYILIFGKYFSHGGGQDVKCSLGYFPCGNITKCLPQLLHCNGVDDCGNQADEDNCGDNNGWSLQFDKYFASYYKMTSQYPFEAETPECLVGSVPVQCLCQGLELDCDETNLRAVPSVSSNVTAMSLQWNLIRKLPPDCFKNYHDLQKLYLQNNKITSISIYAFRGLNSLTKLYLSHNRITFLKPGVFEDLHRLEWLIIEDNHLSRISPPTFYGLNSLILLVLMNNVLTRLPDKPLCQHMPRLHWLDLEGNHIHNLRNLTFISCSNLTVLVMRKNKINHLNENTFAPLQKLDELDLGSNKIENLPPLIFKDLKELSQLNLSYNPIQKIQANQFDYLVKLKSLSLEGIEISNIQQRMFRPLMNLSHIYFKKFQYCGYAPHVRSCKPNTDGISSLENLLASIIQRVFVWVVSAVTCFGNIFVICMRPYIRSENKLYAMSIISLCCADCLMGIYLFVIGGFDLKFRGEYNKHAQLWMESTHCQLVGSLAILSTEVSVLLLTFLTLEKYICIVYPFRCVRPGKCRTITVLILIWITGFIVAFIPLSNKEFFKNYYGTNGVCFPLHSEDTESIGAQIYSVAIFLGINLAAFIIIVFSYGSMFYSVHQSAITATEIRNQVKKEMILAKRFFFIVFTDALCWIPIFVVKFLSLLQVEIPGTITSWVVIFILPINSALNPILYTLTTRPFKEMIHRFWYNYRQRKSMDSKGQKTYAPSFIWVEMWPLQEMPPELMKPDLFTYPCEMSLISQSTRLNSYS
D2 agonist = D2 dopamine receptor (human) agonism | P14416 | HEK293 T-REx D2 cells, calcium flux agonist mode | activation, % at 2 µM | 340,000 tested, 0.53% active | AID 485358;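 active = activation over 3 SD above normal in the single-dose calcium agonist read, cut at about 30% in these data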; note: 0% is about no effect
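Calcium-flux readout, 1 cycle/sec over 180 s following compound pin transfer, in inducible HEK293 Trex D2 cells (force-coupled); dopamine controls included. Positive calcium responses during this window marked compounds as potential agonists.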
Numbers without * were called inactive; · = no result given. Cut-off read from the data, not from the text of the source, unless noted: active = activation above about 30%; inactive = the rest.

item	structure	TRHR enhancer	D1 agonist	D2 PAM	D2 antagonist	TRHR agonist	D1 potentiator	D1 antagonist	RXFP1 antagonist	D2 agonist
1	CSCCC(NS(=O)(=O)c1ccc(C)cc1)C(=O)NCCc1c[nH]c2ccccc12 (centres undefined)	11	5	1	-25	-1.3	-9	-6	0	0.6
2	O=C(Cc1ccccc1)Nc1cccc(N2CCCC2)c1	13	1	12	-13	-1.3	3	-35*	-1	-1.3
3	COc1ccccc1C(=O)NNC1=NS(=O)(=O)c2ccccc21	7	1	12	-14	0.8	15	3	-8	0.7
4	O=C(CCC1CCCCC1)NCCS(=O)(=O)N1CCN(c2ccccc2)CC1	6	0	9	2	-0.1	3	-4	-24	0.2
5	N=c1n(CCCOc2ccc(Br)cc2)c2ccccc2n1CC(N)=O	2	3	4	-16	-1.3	-12	-17	-1	-0.6
6	COc1ccccc1Nc1nc(N)nc(CN2CCC(Cc3ccccc3)CC2)n1	-5	15	·	-5	1.5	-10	-13	-23	5.9
7	CC1=NN(c2ccccc2)C(=O)C1C(=O)c1ccccc1 (centres undefined)	2	1	15	-5	-0.4	-2	-2	5	-1.1
8	COc1ccccc1N1C(=O)C(Cl)=C(N2CCCC2)C1=O	-9	0	8	4	-0.8	-15	-25	3	1.0
9	C/C(=N/NC(=O)Cc1c(C)[nH][nH]c1=O)c1ccc(O)cc1	-12	4	4	11	1.1	3	0	1	0.3
10	CCC1C(=O)N=C(SCC(=O)Nc2nc3ccccc3s2)NC1=O (centres undefined)	-3	-3	-5	-2	0.2	1	-2	15	0.5
11	Cc1cc2c(cc1C)CSC(c1ccc3ccccc3c1O)SC2	-2	3	0	0	0.3	-3	-21	-7	1.8
12	COc1ccc(C2Nc3ccccc3C(=O)N2c2ccccc2)cc1COc1ccccn1 (centres undefined)	-3	1	2	-27	0.0	-3	-6	10	-0.3
13	O=C(COC(=O)/C=C/c1cccc(C(F)(F)F)c1)NC1CCCCCC1	6	3	-6	-32	0.0	·	-15	1	0.7
14	CC1=NN(C(N)=S)C(=O)C1N=Nc1c(Br)cc(Br)cc1Br (centres undefined)	-3	8	0	8	-0.4	-10	4	-64*	0.6
15	CCOC(=O)c1c(NC(C)=O)c2c3c(sc2n1Cc1nc(-c2ccccc2OCC)oc1C)CCCC3	-19	0	-2	·	-0.1	-7	5	-13	-0.3
16	NC(=O)c1c(NC(=O)c2cccs2)sc2c1CCCCCC2	-3	20	-2	-1	0.7	-4	-18	0	3.1
17	O=C(CCN1CCOCC1)c1ccc(Br)cc1	1	0	1	2	0.7	-3	11	-28	0.9
18	CC(C)CC(=O)Nc1cc2c3c(c1)C(C)C(=O)N3CCC2 (centres undefined)	-3	0	0	0	-0.2	-9	-4	5	-0.3
19	O=C(CCc1ccccc1)NNC(=O)c1ccc(NC(=O)c2ccccc2)cc1	3	1	9	-5	0.1	-3	-16	-4	-0.4
20	CC1CCCC(NC(=O)COC(=O)Cc2ccsc2)C1C (centres undefined)	3	1	1	-2	-0.5	-4	-11	-12	0.2
21	COc1cc(SC)ccc1C(=O)NCCOc1ccc(F)cc1	5	2	-14	-19	0.5	-2	-12	-7	0.6
22	O=C(NCC1CCOCC1)c1cc(COc2cccc(C(F)(F)F)c2)on1	-1	5	-10	0	2.0	-9	-9	12	-0.1
23	O=C(COc1ccc(Cl)cc1Cl)c1ccc[nH]1	0	1	-14	9	0.5	3	2	2	-1.5
24	CCOc1ccc(C(=O)NCC(c2ccco2)S(=O)(=O)c2cccs2)cc1 (centres undefined)	3	1	·	·	0.3	-1	·	-8	0.1
25	CC(=O)c1ccc(N2CCN(c3ccc(S(=O)(=O)NCCCN(C)C)cc3[N+](=O)[O-])CC2)cc1	-3	22	1	15	1.5	-8	-28	-5	3.0
26	COc1cc(OC)c(NC(=O)C2=C(C)C(=O)OC23CCCCCC3)cc1Cl	14	-1	·	·	0.1	-6	-70*	-38	-0.7
27	COC(=O)c1cc(S(=O)(=O)NCCCN2CCCC2=O)cn1C	-2	0	2	11	-0.1	-2	-8	-21	0.1
28	CCCn1nnc(NC(=S)NC(=O)c2cccs2)n1	-1	3	1	-3	0.3	-1	-10	-5	0.1
29	COc1cc2nc(Nc3ccc(C)c(Cl)c3)nc(N)c2cc1OC	-10	-1	-2	11	0.6	-4	2	-25	1.2
30	COc1ccc(N2CCN(C(=O)c3ccccc3Br)CC2)c([N+](=O)[O-])c1	12	38*	0	16	-4.4	-8	-49*	-17	13

Some of the entries so far, with one line to a screen.
(15) CCOC(=O)c1c(NC(C)=O)c2c3c(sc2n1Cc1nc(-c2ccccc2OCC)oc1C)CCCC3
(17) O=C(CCN1CCOCC1)c1ccc(Br)cc1
(2) O=C(Cc1ccccc1)Nc1cccc(N2CCCC2)c1
(11) Cc1cc2c(cc1C)CSC(c1ccc3ccccc3c1O)SC2
(18) CC(C)CC(=O)Nc1cc2c3c(c1)C(C)C(=O)N3CCC2 (centres undefined)

Assay by compound | 15 | 17 | 2 | 11 | 18
TRHR enhancer | -19 | 1 | 13 | -2 | -3
D1 agonist | 0 | 0 | 1 | 3 | 0
D2 PAM | -2 | 1 | 12 | 0 | 0
D2 antagonist | · | 2 | -13 | 0 | 0
TRHR agonist | -0.1 | 0.7 | -1.3 | 0.3 | -0.2
D1 potentiator | -7 | -3 | 3 | -3 | -9
D1 antagonist | 5 | 11 | -35* | -21 | -4
RXFP1 antagonist | -13 | -28 | -1 | -7 | 5
D2 agonist | -0.3 | 0.9 | -1.3 | 1.8 | -0.3

Complete entries, quoted from the list:
CCOC(=O)c1c(NC(C)=O)c2c3c(sc2n1Cc1nc(-c2ccccc2OCC)oc1C)CCCC3 across the screens: TRHR enhancer = -19; D1 agonist = 0; D2 PAM = -2; D2 antagonist = ·; TRHR agonist = -0.1; D1 potentiator = -7; D1 antagonist = 5; RXFP1 antagonist = -13; D2 agonist = -0.3
COc1ccccc1Nc1nc(N)nc(CN2CCC(Cc3ccccc3)CC2)n1 across the screens: TRHR enhancer = -5; D1 agonist = 15; D2 PAM = ·; D2 antagonist = -5; TRHR agonist = 1.5; D1 potentiator = -10; D1 antagonist = -13; RXFP1 antagonist = -23; D2 agonist = 5.9
O=C(CCC1CCCCC1)NCCS(=O)(=O)N1CCN(c2ccccc2)CC1 across the screens: TRHR enhancer = 6; D1 agonist = 0; D2 PAM = 9; D2 antagonist = 2; TRHR agonist = -0.1; D1 potentiator = 3; D1 antagonist = -4; RXFP1 antagonist = -24; D2 agonist = 0.2

Next structures.
item	structure	TRHR enhancer	D1 agonist	D2 PAM	D2 antagonist	TRHR agonist	D1 potentiator	D1 antagonist	RXFP1 antagonist	D2 agonist
31	COCc1cc(C)nc2c1C(=O)NC(c1ccc(Br)cc1)N2Cc1ccccc1 (centres undefined)	4	2	24	·	2.8	0	-12	·	-0.9
32	O=C1CSC(c2cccc([N+](=O)[O-])c2)N1c1ccc(O)cc1 (centres undefined)	-4	3	7	-16	-0.2	-2	-21	-3	0.3
33	COc1ccc(N(CC(=O)O)S(=O)(=O)c2cccnc2)cc1	0	3	-3	-14	0.8	-2	10	-7	0.9
34	COc1cc(NC(=O)C2Cc3ccccc3N2C(=O)c2ccccc2)cc(OC)c1 (centres undefined)	4	1	-4	·	0.0	1	-1	-3	0.0
35	CC(=O)c1sc(-c2ccccc2)cc1NS(=O)(=O)c1ccc(C)cc1	-5	4	-5	-4	-0.5	-5	-18	-13	-1.7
36	O=C(O)CCC(=O)Nc1cccc(-c2nnc(-c3ccccc3)o2)c1	-8	9	·	·	2.4	-1	2	-1	·
37	COc1cc2c(cc1OC)C1(CCCC1)CNC2c1ccc([N+](=O)[O-])cc1 (centres undefined)	-6	11	-4	12	1.8	2	2	-33	17
38	CCOC(=O)c1c(C)[nH]c(C=C2C(=O)CCCC2=O)c1O	1	3	3	-4	-0.2	5	-14	-10	-0.3
39	COc1cccc(OCC(=O)NNC(=O)c2cccs2)c1	4	2	1	-5	-0.2	0	-8	3	0.6
40	O=C(CS(=O)(=O)c1c[nH]c2ccccc12)N1CCCc2ccccc21	0	-2	-3	-6	-0.2	-3	-50*	4	0.6
41	COc1ccc(NC(=O)CSc2nnc(-c3ccccc3)n2Cc2ccco2)c(OC)c1	-7	1	12	-16	-0.7	-1	-11	6	1.0
42	Cc1onc(-c2ccccc2)c1C(=O)NC(=S)Nc1sc2c(c1C#N)CCCC2	-1	3	-2	3	0.1	-8	5	-4	1.3
43	COc1ccc(-n2c(SCc3nc(-c4ccc(C)cc4)no3)nnc2-c2ccncc2)cc1	4	10	0	·	0.6	3	8	·	3.2
44	CS(=O)(=O)N1CCC(Oc2ccccc2C(=O)N2CCN(CC3CC3)CC2)CC1	-7	0	0	5	0.0	4	0	3	-0.6
45	CC1(C)CC(=O)C2=C(C1)OC(N)=C(C#N)C2c1cccc(OC(=O)c2ccco2)c1 (centres undefined)	-2	3	-3	10	-0.2	6	3	21	-0.7
46	Cn1nc(-c2ccccc2)c(-c2nc(-c3ccc(Cl)cc3)no2)c1Cl	6	1	9	12	0.0	2	-1	-11	0.0
47	CC1CCN(S(=O)(=O)c2ccc3ncn(CC(=O)Nc4ccccc4C(F)(F)F)c(=O)c3c2)CC1	-10	2	0	·	-0.7	-1	-7	·	0.2
48	CCOC(=O)c1cnc2c(OC)cccc2c1Nc1cccc(O)c1	2	2	-6	·	-0.5	2	-9	·	-1.3
49	COc1cc(Cl)c(C)cc1NC(=O)CC(c1ccc(F)cc1)N1Cc2ccccc2C1=O (centres undefined)	8	4	4	·	-0.8	0	-4	6	-1.2
50	CC(C)c1ccc(N(C(=O)C(F)(F)F)C(C(=O)NC2CCCCC2)c2ccncc2)cc1 (centres undefined)	-2	1	2	1	-0.1	2	4	-18	-0.1
51	CC1=CC(=C(C#N)C#N)C=C(C)N1CCC(C)C	3	1	12	-17	-0.7	-2	-1	-1	0.4
52	COc1ccc(Cc2c(O)nc[nH]c2=O)cc1	4	5	-5	-4	0.0	0	-8	-14	-0.9
53	Cn1c(=O)c2c(SCC(=O)NC3CCCC3)nc(CC(C)(C)C)nc2n(C)c1=O	11	0	-3	-5	0.2	-10	0	1	0.3
54	O=C(Cc1ccccc1)NN1C(=O)C2C3C=CC(C3)C2C1=O (centres undefined)	-3	1	-1	-11	0.1	-1	-6	-5	1.0
55	Cc1cc(C)c(C#N)c(SCc2cc3c(cc2Cl)OCO3)n1	-11	6	-7	-32	1.4	4	-11	-7	0.2

Records above marked active in D1 agonist:
No.	SMILES	TRHR enhancer	D1 agonist	D2 PAM	D2 antagonist	TRHR agonist	D1 potentiator	D1 antagonist	RXFP1 antagonist
30	COc1ccc(N2CCN(C(=O)c3ccccc3Br)CC2)c([N+](=O)[O-])c1	12	38*	0	16	-4.4	-8	-49*	-17

Compound activity: PubChem, National Center for Advancing Translational Sciences (NCATS)
